Mcl1 Bid PPI – Mcl-1/Bid interaction inhibition; AID 1021; Q07820; inhibition, % at 21.7 µM; TR-FRET Mcl-1/Bid-Dy647 peptide binding, 1536-well; 0.97% of 220,000 active;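 active means compounds that cut the binding signal by more than half at the single screening dose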;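 further: His-tagged Mcl-1 with europium anti-His antibody binding Bid BH3 peptide; 0% = Mcl-1 plus peptide wells and 100% = peptide-only wells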
Target sequence (Q07820 whole entry, looked up): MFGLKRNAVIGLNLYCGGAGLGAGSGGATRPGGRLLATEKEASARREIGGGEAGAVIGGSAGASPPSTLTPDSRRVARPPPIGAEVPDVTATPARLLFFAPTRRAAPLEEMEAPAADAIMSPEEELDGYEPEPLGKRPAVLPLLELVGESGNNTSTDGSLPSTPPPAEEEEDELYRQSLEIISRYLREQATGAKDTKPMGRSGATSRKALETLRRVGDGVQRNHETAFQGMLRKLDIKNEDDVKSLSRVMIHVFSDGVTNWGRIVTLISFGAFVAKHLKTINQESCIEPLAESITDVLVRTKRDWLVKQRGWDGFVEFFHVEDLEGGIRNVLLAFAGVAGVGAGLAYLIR
RGS4-Gao reg – human RGS4-Galphao interaction regulation; P09471; Multiplexed bead flow cytometry, RGS4-Galphao binding; actives lie on both sides; binding response (% of control), % at 10 µM; 0.33% of 220,000 active; AID 1415; in the data active means binding response below about 49% or above about 150%; inactive means in between;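 further: fluorescent Galphao activated with aluminum fluoride binding bead-coupled RGS4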
Bcl-2 Bim block – inhibitors of Bim-Bcl-2 interaction, human; P10415; Bead-based flow cytometry, Bim peptide-Bcl-2 binding; 0.06% of 190,000 active; inhibition, % at 10 µM; in the data active means inhibition above about 40%; inconclusive means no clear call, values can overlap the other calls;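 further: 0% = no compound wells with probe peptide and 100% = reference peptide inhibitor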
Target sequence (P10415 whole entry, looked up): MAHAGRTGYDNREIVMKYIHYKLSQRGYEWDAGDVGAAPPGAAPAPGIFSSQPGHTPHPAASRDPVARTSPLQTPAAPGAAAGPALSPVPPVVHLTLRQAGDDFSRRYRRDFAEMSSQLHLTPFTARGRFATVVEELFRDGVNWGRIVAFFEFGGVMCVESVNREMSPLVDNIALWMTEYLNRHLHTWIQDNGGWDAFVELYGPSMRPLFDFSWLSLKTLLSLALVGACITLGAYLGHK
Bim-Bfl-1 – disrupts Bim binding to human Bfl-1; Q16548; Bead-based flow cytometry, Bim-Bfl-1 binding inhibition; inhibition, % at 10 µM; 0.12% of 190,000 active;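 further: 0% = wells without compound plus tracer and 100% = blocker peptide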
Mcl1 Noxa PPI – disrupts binding of human Mcl-1 to Noxa peptide | Q07820 | TR-FRET Mcl-1/Noxa peptide binding, 2 h | inhibition, % at 21.7 µM | 1.5% of 220,000 active;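 active means compounds that cut the protein-peptide binding signal by more than 50% relative to plate controls in a single-dose test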;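 further: His-tagged Mcl-1 with rhodamine Noxa BH3 peptide and terbium anti-His antibody; 0% = Mcl-1 plus Noxa peptide wells and 100% = peptide-only wells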
Bcl-W Bim block – inhibitors of Bim-Bcl-W interaction, human. 0.02% of 190,000 active. bead-based flow cytometry, Bim peptide-Bcl-W binding. AID 952. inhibition, % at 10 µM. Q92843;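 further: 0% = bound tracer without compound and 100% = peptide blocker; higher means less fluorescent Bim peptide bound to Bcl-W beads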
Target sequence (Q92843 whole entry, looked up): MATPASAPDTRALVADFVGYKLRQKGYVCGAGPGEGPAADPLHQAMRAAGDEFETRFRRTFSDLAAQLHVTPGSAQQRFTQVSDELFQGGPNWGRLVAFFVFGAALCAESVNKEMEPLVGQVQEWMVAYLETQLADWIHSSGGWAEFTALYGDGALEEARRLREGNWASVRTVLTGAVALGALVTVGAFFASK
RGS7-Gao reg – regulators of human RGS7-Galphao interaction; P09471; Multiplexed bead flow cytometry, RGS7-Galphao binding; actives lie on both sides; binding response (% of control), % at 10 µM; 0.35% of 220,000 active; AID 1439; in the data active means binding response below about 49% or above about 150%; inconclusive means no clear call, values can overlap the other calls; inactive means in between;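 further: fluorescent Galphao held in activated GDP-AlF4 state binding bead-coupled RGS7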
Bcl-XL Bim block – disrupts Bim peptide binding to human Bcl-XL | 0.04% of 190,000 active | AID 1007 | bead flow cytometry, fluorescence | Q07817 | inhibition, % at 10 µM
RGS8-Gao – regulators of human RGS8-Galphao interaction; response (percent of control binding), % at 10 µM; multiplexed bead flow cytometry, RGS8-Galphao binding; actives lie on both sides; P09471; 0.34% of 220,000 active; in the data active means response below about 60% or above about 140%; inactive means in between;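 further: Galphao activated as the GDP aluminium fluoride complex binding bead-coupled RGS8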
Bim-Bcl-B – inhibitors of Bim-Bcl-B interaction, human; bead-based flow cytometry, Bim peptide-Bcl-B binding; inhibition, % at 10 µM; AID 951; 0.073% of 190,000 active; Q9HD36;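 further: 0% = tracer peptide without compound and 100% = reference inhibitor peptide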
Mcl-1 Bim block – disrupts Bim peptide binding to human Mcl-1; Bead-based flow cytometry, Bim peptide-Mcl-1 binding; inhibition, % at 10 µM; 0.1% of 190,000 active; Q07820;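 further: 0% = no compound tracer wells and 100% = peptide blocker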
Starred values were filed as active, the others as inactive; ? = inconclusive; / = not tested or not shown. Unless noted, no stated cut-off is given here; in the data, active means inhibition above about 40%.

1. CCOC(=O)CN(C(=O)CSc1nnc(-c2ccncc2)n1CCCOC)c1ccccc1
2. COc1ccc(/C=N/n2cnnc2SCc2ccccc2)cc1
3. COc1cc(C(=O)Nc2ccc3c(c2)C(=O)N(CCC(=O)O)C3=O)cc(OC)c1OC
4. C/C(CC(C)C)=N\NC(=O)Nc1ccccc1
5. O=C(NC(=S)Nc1cc(-c2nc3ccccc3[nH]2)ccc1Cl)c1ccc2c(c1)OCO2
6. O=c1[nH]c(CSc2nnc(COc3ccccc3)n2-c2ccccc2)nc2ccccc12
7. CCCOc1c(OC)cc(Cl)cc1C1NC(=O)NC(C)=C1C(=O)NCc1ccccc1 (configuration not stated)
8. CCOC(=O)/C(=N\Nc1ccccc1Cl)N1CCN(c2ccccc2OC)CC1
entry no.	1	2	3	4	5	6	7	8
Mcl1 Bid PPI	-2	2	-6	-8	59*	-55	5	-24
RGS4-Gao reg	103	107	100	100	98	98	96	105
Bcl-2 Bim block	2	0	-7	-5	-4	-8	-6	-3
Bim-Bfl-1	0	-6	-26	-11	8	-9	-15	-7
Mcl1 Noxa PPI	6	9	-5	4	1	2	6	-8
Bcl-W Bim block	1	5	-3	-6	-4	0	0	0
RGS7-Gao reg	100	97	103	101	109	104	95	106
Bcl-XL Bim block	-5	3	-7	-12	-10	-6	-7	0
RGS8-Gao	104	101	101	99	97	97	97	106
Bim-Bcl-B	-4	-4	-7	-11	-22	-23	-11	-7
Mcl-1 Bim block	0	5	-5	-5	-8	-3	-4	-2

9. CN(C)c1nnnn1Cc1ccc(Cl)cc1Cl
10. C=CCn1c(NC(C)c2cc(Cl)ccc2O)nc2ccccc21 (configuration not stated)
11. S=C1NCN(Cc2ccco2)CN1c1cccc2ccccc12
12. CCCCN=C(C)C1=C(O)CSC1=O
13. Cc1cc(C)cc(-c2nc(-c3ccncc3)no2)c1
14. Cc1ccc(SC(C)C(=O)NCc2cccnc2)cc1 (configuration not stated)
15. Clc1ccc(Nc2c3c(nc4ncnn24)CCC3)cc1
16. O=C1c2ccccc2C(=O)c2cc(S(=O)(=O)Nc3ccccc3)ccc21
entry no.	9	10	11	12	13	14	15	16
Mcl1 Bid PPI	-10	-14	-21	-27	-2	32	-5	6
RGS4-Gao reg	98	106	95	108	97	100	91	96
Bcl-2 Bim block	1	-10	/	-7	-11	-3	/	0
Bim-Bfl-1	-4	-13	/	-11	-13	0	/	-1
Mcl1 Noxa PPI	-2	2	4	-5	35	18	-10	6
Bcl-W Bim block	0	-2	/	0	-1	-3	/	-5
RGS7-Gao reg	90	103	?	109	95	100	?	93
Bcl-XL Bim block	-1	-4	/	-4	-3	-1	/	-6
RGS8-Gao	98	107	94	108	101	101	94	99
Bim-Bcl-B	0	-8	/	-9	-9	-2	/	41*
Mcl-1 Bim block	0	-2	/	-1	0	-4	/	-3

17. Cc1cnn(Cc2cccnc2)c1N
18. COc1ccc(NC(=O)/C(Cl)=C(/Cl)S(=O)(=O)Cc2ccc(C)cc2)cn1
19. CSc1cc(C)nc(N(C)C(C)=O)n1
20. COC(=O)C1c2ccccc2-c2ccccc21
21. C/C(=N\Nc1nc(-c2ccccn2)nc2ccccc12)c1ccc(F)cc1
22. Cc1ccc(NC(=O)CC2SCCNC2=O)cc1[N+](=O)[O-] (configuration not stated)
23. COc1ccccc1/C=C/C=NC1C(=O)N(c2ccccc2)[N+](C)=C1C (configuration not stated)
24. CCc1ccc(NC(=O)Cn2c(SC)nc3ccccc32)cc1
entry no.	17	18	19	20	21	22	23	24
Mcl1 Bid PPI	-153	10	-3	6	-42	-7	-31	-36
RGS4-Gao reg	100	82	100	104	98	87	103	99
Bcl-2 Bim block	/	-1	-9	-2	/	/	/	-5
Bim-Bfl-1	/	0	-9	-3	/	/	/	-7
Mcl1 Noxa PPI	4	9	-1	10	-100	14	-9	-12
Bcl-W Bim block	/	2	1	0	/	/	/	1
RGS7-Gao reg	?	91	100	100	?	?	?	101
Bcl-XL Bim block	/	-2	3	-2	/	/	/	-4
RGS8-Gao	103	88	101	106	104	95	102	101
Bim-Bcl-B	/	-1	-10	-2	/	/	/	-5
Mcl-1 Bim block	/	-3	0	-1	/	/	/	0

25. COc1ccccc1NCC(=O)n1nc(C)cc1C
26. N#Cc1nc(COc2ccc(Br)cc2)oc1N1CCCCCC1
27. CC(C)CN(CC(C)C)CC(O)COc1ccccc1Br (configuration not stated)
28. Cc1ccccc1-n1nc2c(c1NC(=O)c1ccc(Br)o1)CSC2
29. COc1ccccc1N(C)S(=O)(=O)c1ccc(C(=O)OCC(=O)NCC(F)(F)F)cc1
30. COc1cc(NC(=O)CCc2ccccc2)nc(OC)n1
31. Cn1c(C(=O)NCc2cccs2)cc2c(=O)n(C)c3ccccc3c21
32. CC(=O)C(Cc1ccc(Cl)nc1)Cc1ccc(Cl)nc1
entry no.	25	26	27	28	29	30	31	32
Mcl1 Bid PPI	-20	-13	6	-39	-9	-18	-15	-32
RGS4-Gao reg	93	107	100	100	105	97	96	108
Bcl-2 Bim block	-5	0	-4	-10	-6	0	-4	0
Bim-Bfl-1	-3	4	0	-20	-3	0	-10	-3
Mcl1 Noxa PPI	20	-1	10	14	3	3	-15	5
Bcl-W Bim block	-1	3	-2	-3	0	-3	2	0
RGS7-Gao reg	101	106	93	100	102	98	98	110
Bcl-XL Bim block	1	4	-7	-10	-3	1	-3	-1
RGS8-Gao	99	104	101	100	102	101	98	105
Bim-Bcl-B	0	1	-4	-8	-6	-1	-5	0
Mcl-1 Bim block	0	1	-4	-3	-6	-2	0	0

33. Cc1cccc(C)c1OCC(=O)Nn1c(COc2ccccc2)nc2ccccc2c1=O
34. Cc1ccc(C(=O)NCCNC(=O)CN2CCCC2)cc1
35. COc1cccc(NC(=O)CSc2ncc(S(=O)(=O)c3ccccc3)c(=O)[nH]2)c1
36. CCOC(=O)CSc1nnc(CNC(=O)c2ccc(OC)cc2OC)n1C
37. Cc1c(CN2CCc3c([nH]c4ccccc34)C2C2CCCCC2)cnn1C (configuration not stated)
38. COC(=O)CNC(=O)C(C)NC(=O)CNC(=O)OCc1ccccc1 (configuration not stated)
39. COC(=O)CN(c1ccc(OC)cc1)S(=O)(=O)c1ccc(OC)c(OC)c1
40. COc1ccc(C2C3=C(CCCC3=O)Nc3c(-c4ccccc4)c(C)nn32)cc1 (configuration not stated)
entry no.	33	34	35	36	37	38	39	40
Mcl1 Bid PPI	-1	-39	-35	-29	-14	-10	-37	-9
RGS4-Gao reg	102	111	91	97	107	105	99	88
Bcl-2 Bim block	-2	-4	/	0	-3	-2	-2	0
Bim-Bfl-1	1	-13	/	0	-4	0	-2	-2
Mcl1 Noxa PPI	0	-14	8	-11	3	7	-1	7
Bcl-W Bim block	3	-2	/	0	-4	-1	1	0
RGS7-Gao reg	97	105	?	99	101	101	99	87
Bcl-XL Bim block	1	0	/	0	-6	-1	-1	2
RGS8-Gao	107	103	96	98	103	100	101	99
Bim-Bcl-B	2	-5	/	1	-9	0	0	-1
Mcl-1 Bim block	-1	0	/	0	-4	1	-6	0

The last three records of the section before are carried over, then new ones follow:
38. COC(=O)CNC(=O)C(C)NC(=O)CNC(=O)OCc1ccccc1 (configuration not stated)
39. COC(=O)CN(c1ccc(OC)cc1)S(=O)(=O)c1ccc(OC)c(OC)c1
40. COc1ccc(C2C3=C(CCCC3=O)Nc3c(-c4ccccc4)c(C)nn32)cc1 (configuration not stated)
41. COCCn1c(SCc2ccc(C(=O)OC)o2)nc2ccccc2c1=O
42. CCCn1c(CCNC(=O)c2cccs2)nc2ccccc21
43. CCn1c(SCc2nc3ccccc3nc2C)nnc1-c1cccs1
44. O=C(NN1C(=O)c2ccccc2NC1c1ccoc1)c1ccc([N+](=O)[O-])cc1 (configuration not stated)
45. O=C(Cc1cccc2ccccc12)Nc1ccccc1C(=O)O
46. CCc1ccc(NC(=O)CCCN2C(=S)NC(C)(C)CC2C)cc1 (configuration not stated)
47. CC(C)c1ccc(NS(=O)(=O)c2ccc3[nH]cc(C(=O)N4CCC(C(N)=O)CC4)c(=O)c3c2)cc1
48. CC(=O)c1cccc(NC(=S)NC(=O)c2ccccc2Cl)c1
49. O=C(C[n+]1ccccc1)N/N=C/c1ccccc1F
50. CC(=O)c1ccc(N2CCN(C(=S)NCCCN(C)C)CC2)cc1
51. COc1ccc(C(=O)NCc2ccccc2OC)c(OC)c1
entry no.	38	39	40	41	42	43	44	45	46	47	48	49	50	51
Mcl1 Bid PPI	-10	-37	-9	-33	-4	4	-13	14	-27	59*	-32	-10	-45	19
RGS4-Gao reg	105	99	88	101	102	105	100	101	100	102	100	110	99	103
Bcl-2 Bim block	-2	-2	0	-3	-11	-9	0	-10	0	-1	-2	1	-2	-12
Bim-Bfl-1	0	-2	-2	0	-14	-9	-4	-15	-4	1	-1	-1	-3	-11
Mcl1 Noxa PPI	7	-1	7	0	12	5	10	6	4	6	6	16	18	-14
Bcl-W Bim block	-1	1	0	-1	3	-3	0	0	-5	0	6	1	1	0
RGS7-Gao reg	101	99	87	103	97	105	94	101	99	102	97	106	?	98
Bcl-XL Bim block	-1	-1	2	4	-2	-18	1	-7	-4	-4	1	0	-3	-6
RGS8-Gao	100	101	99	99	102	103	100	99	100	102	100	117	101	101
Bim-Bcl-B	0	0	-1	0	-6	-9	1	-9	-14	-7	2	0	-7	-9
Mcl-1 Bim block	1	-6	0	1	-3	-4	2	0	-1	-3	2	0	0	-1

Two records drawn at random from the list so far:
3. COc1cc(C(=O)Nc2ccc3c(c2)C(=O)N(CCC(=O)O)C3=O)cc(OC)c1OC
31. Cn1c(C(=O)NCc2cccs2)cc2c(=O)n(C)c3ccccc3c21
entry no.	3	31
Mcl1 Bid PPI	-6	-15
RGS4-Gao reg	100	96
Bcl-2 Bim block	-7	-4
Bim-Bfl-1	-26	-10
Mcl1 Noxa PPI	-5	-15
Bcl-W Bim block	-3	2
RGS7-Gao reg	103	98
Bcl-XL Bim block	-7	-3
RGS8-Gao	101	98
Bim-Bcl-B	-7	-5
Mcl-1 Bim block	-5	0
